NLRP3 yeast inh: inhibitors of NALP3 inflammasome in yeast; inhibition, % at 10 µM; hit rate 0.39% among 330,000; AID 2825; Yeast reconstituted NLRP3/ASC/caspase-1, beta-gal luminescence, 24 h;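 active means inhibition of 50% or more; inactive means inhibition below 50%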;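 further: plate controls were induced DMSO wells for no effect and uninduced yeast grown without galactose for full effect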
Apaf1 inhib: human Apaf-1 inhibition; inhibition, % at 20 µM; O14727; hit rate 0.71% among 330,000; AID 489030; reconstituted apoptosome caspase-3 activity, DEVD-Rh110 fluorescence; active means inhibition of at least 40% at 20 µM;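 further: plate controls were DMSO wells for no effect and DEVD-CHO caspase inhibitor wells for full effect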
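System: Apoptosome proteins | Medium: Hepes pH 7.5 with detergent and BSA | Also added: Cytochrome c trigger plus (Z-DEVD)2-Rh110 caspase-3 substrate | Incubation: 30 min compound preincubation, 50 min activation, room temperature | Detection: Rhodamine 110 fluorescence at Ex 480/Em 540 nm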
tim10-1 inh: inhibits growth of tim10-1 mutant yeast; S. cerevisiae tim10-1 ts strain growth, BacTiter-Glo, 24 h; inhibition, % at 20 µM; hit rate 2.2% among 330,000;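 active means inhibition of at least 40%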;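 further: mutant grown at 25 °C; 0% = DMSO wells with yeast and 100% = wells holding no yeast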
hIAP block: blocks human intestinal alkaline phosphatase | purified IAP, CDP-Star luminescence, 30 min | hit rate 0.12% among 330,000 | P09923 | inhibition, % at 10 µM;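 active means inhibition reaching a set limit with compound at 10 µM in the primary screen, cut at about 35% in these data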;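 further: plate controls were DMSO wells with enzyme for no effect and no-enzyme buffer wells for full effect; values of inactives mirror those of a sister screen read the other way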
Target sequence (P09923 whole entry, looked up): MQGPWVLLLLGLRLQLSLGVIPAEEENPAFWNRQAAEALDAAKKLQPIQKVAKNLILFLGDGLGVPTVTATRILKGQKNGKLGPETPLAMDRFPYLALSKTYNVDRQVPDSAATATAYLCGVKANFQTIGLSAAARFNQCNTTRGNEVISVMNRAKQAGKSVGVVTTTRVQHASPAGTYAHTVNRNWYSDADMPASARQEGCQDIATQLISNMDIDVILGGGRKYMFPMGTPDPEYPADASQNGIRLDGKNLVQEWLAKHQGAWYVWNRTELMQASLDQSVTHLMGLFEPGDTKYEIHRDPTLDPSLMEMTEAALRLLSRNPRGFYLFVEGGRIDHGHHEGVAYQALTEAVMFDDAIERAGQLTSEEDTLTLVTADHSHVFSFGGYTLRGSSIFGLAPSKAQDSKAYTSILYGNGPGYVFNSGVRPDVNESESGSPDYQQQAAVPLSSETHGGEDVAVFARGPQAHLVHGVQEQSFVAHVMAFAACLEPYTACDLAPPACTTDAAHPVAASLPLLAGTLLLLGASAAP
mIAP inh: blocks mouse intestinal alkaline phosphatase; purified mouse IAP, CDP-Star luminescence, 30 min; AID 2806; inhibition, % at 10 µM; hit rate 0.2% among 330,000;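 active means inhibition of at least 40% at 10 µM in the primary screen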;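 further: plate controls were DMSO with enzyme for no effect and no enzyme wells for full effect; values of inactives mirror those of a sister screen read the other way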
TIM10 inh: growth inhibitors of TIM10 yeast strain; S. cerevisiae TIM10 strain growth, BacTiter-Glo luminescence, 24 h; inhibition, % at 10 µM; hit rate 1.4% among 330,000; AID 463195;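 active means inhibition of 40% or more at the single tested concentration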;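 further: wild-type TIM10 isogenic control strain grown at permissive 25 °C; 0% = DMSO yeast wells and 100% = minimal medium wells without yeast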
hIAP act: human IAP activation; P09923; purified human IAP, CDP-Star luminescence, 30 min; stronger effect = higher value; 1 = vehicle-only enzyme, 0 = enzyme-free background; activation factor at 10 µM; hit rate 0.16% among 330,000; AID 2524;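 active means activation factor of the enzyme at least 2-fold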; further: the source names both 10 and 20 µM as test concentration; values of inactives mirror those of a sister screen read the other way
mIAP act: mouse IAP activation. AID 2805. muIAP, CDP-Star luminescence, 30 min; stronger effect = higher value; 1 = vehicle-only enzyme signal, 0 = enzyme-free wells. hit rate 0.24% among 330,000. activation factor at 10 µM;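 active means activation factor of at least 2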; further: the source names both 10 and 20 µM as test concentration; values of inactives mirror those of a sister screen read the other way
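System: mouse IAP enzyme. Reagent: CDP-Star chemiluminescent phosphatase substrate. Benchmarks: DMSO wells, no-enzyme wells. Times: 30 min enzyme-substrate-compound incubation at room temperature. Detection: luminescence from enzymatic CDP-Star hydrolysis. Doses: test compounds delivered from DMSO solution.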
ATG4B inh: blocks human ATG4B protease cleavage of LC3 substrate | Q9Y4P1 | ATG4B cleavage of LC3-PLA2, NBD-HPC fluorescence, 1 h | inhibition, % at 8.33 µM | hit rate 0.51% among 340,000; in the data active means inhibition above about 40%
Target sequence (Q9Y4P1 whole entry, looked up): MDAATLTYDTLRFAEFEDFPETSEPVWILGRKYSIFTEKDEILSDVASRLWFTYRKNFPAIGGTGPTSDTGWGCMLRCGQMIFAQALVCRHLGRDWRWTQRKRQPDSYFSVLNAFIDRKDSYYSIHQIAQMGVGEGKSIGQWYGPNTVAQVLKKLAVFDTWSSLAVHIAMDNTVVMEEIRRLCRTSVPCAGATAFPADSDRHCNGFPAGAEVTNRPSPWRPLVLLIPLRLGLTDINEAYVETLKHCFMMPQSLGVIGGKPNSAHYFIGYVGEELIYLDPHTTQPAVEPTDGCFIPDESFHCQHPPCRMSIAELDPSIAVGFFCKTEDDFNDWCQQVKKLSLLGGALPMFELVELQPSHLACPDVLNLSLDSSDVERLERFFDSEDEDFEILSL
Numbers without * were called inactive; . = not tested or not shown.

canonical_smiles | NLRP3 yeast inh | Apaf1 inhib | tim10-1 inh | hIAP block | mIAP inh | TIM10 inh | hIAP act | mIAP act | ATG4B inh
CC(C)(C)CC(=O)NCCCCCCNC(=O)CC(C)(C)C | 7 | -9 | 5 | 6 | -6 | 14 | 0.94 | 1.1 | -9
COc1ccc(CCN(CC(=O)NC2CCCC2)C(=O)Cn2nnc(-c3ccc(C)o3)n2)cc1OC | 0 | 2 | 13 | -8 | -3 | -11 | 1.1 | 1 | -5
O=[N+]([O-])c1cc(C(F)(F)F)cc([N+](=O)[O-])c1NCCN1CCNCC1 | 28 | 11 | 20 | 7 | 7 | 7 | 0.93 | 0.93 | -6
COc1ccccc1NC(=O)c1ccc(COc2ccccc2Br)o1 | 18 | 8 | 7 | 12 | 0 | -4 | 0.88 | 1 | 6
CC(Nc1cccc2ccccc12)C(=O)N/N=C/c1ccc([N+](=O)[O-])cc1 (centres undefined) | 3 | 25 | 5 | 4 | 2 | -6 | 0.96 | 0.98 | -12
O=C(Nc1ccc(-n2ccc(C(F)(F)F)n2)cc1)Nc1cccc(Cl)c1 | 31 | 13 | 18 | -2 | -178 | 26 | 1 | 2.8* | .
COC(=O)c1ccc(NC(=O)c2ccc3nsnc3c2)cc1 | 8 | 6 | -26 | 0 | 0 | 9 | 1 | 1 | 0
COc1ccc(S(=O)(=O)c2c(C)c(NS(=O)(=O)c3ccccc3)cc(C)c2O)cc1 | 3 | -1 | 23 | 23 | 10 | 18 | 0.77 | 0.9 | 6
NC(=O)CSc1nnc(SCc2ccc(F)cc2)s1 | -2 | -4 | -5 | -17 | -6 | -15 | 1.2 | 1.1 | 9
OC(COc1ccc(F)cc1)CN1CCN(c2ccccc2F)CC1 (centres undefined) | 20 | 3 | -25 | 1 | 4 | 8 | 0.99 | 0.96 | 2
Cc1cc(C(=O)Nc2c(C)cccc2C)n(-c2ccccc2)n1 | 11 | 11 | 13 | 0 | -3 | 0 | 1 | 1 | -9
COc1cc2c(cc1NC(=O)c1cc(-c3ccncc3)nc3ccccc13)oc1ccccc12 | 2 | 15 | 2 | 19 | 9 | 1 | 0.81 | 0.91 | 2
CCC1(C)CC(=O)N(c2ccc(C(=O)O)c(O)c2)C1=O (centres undefined) | 9 | -3 | 4 | -6 | -2 | 7 | 1.1 | 1 | -3
CCOC(=O)c1c(C)[nH]c(C)c1C(=O)CN1C(=O)NC(CC(C)C)C1=O (centres undefined) | 16 | -7 | 8 | 12 | 3 | 4 | 0.88 | 0.97 | -8
COc1ccc(N2CCN(C(=O)CN(c3cccc(OC)c3)S(=O)(=O)c3ccccc3)CC2)cc1 | -4 | 15 | 27 | -18 | 7 | 23 | 1.2 | 0.93 | -3
COc1ccc(C(=O)Nc2ccc(S(=O)(=O)NCc3ccco3)cc2)cc1OC | 8 | 1 | 3 | 12 | 7 | -1 | 0.88 | 0.93 | -6
CCc1ccccc1N(C)S(=O)(=O)c1cc(-c2cc(C)no2)ccc1OC | 0 | 14 | 33 | -21 | 9 | -4 | 1.2 | 0.91 | -20
Cc1ccccc1NC(=O)COC(=O)c1cccnc1 | 15 | -3 | -8 | 11 | -5 | -2 | 0.89 | 1.1 | 6
CCn1cc(C(=O)N2CCCC(C(=O)c3ccc4ccccc4c3)C2)cn1 (centres undefined) | 2 | 6 | 13 | -21 | -4 | 28 | 1.2 | 1 | 2
Cn1nnnc1SCC(=O)Nc1ccc(N2CCOCC2)cc1 | -2 | -5 | -14 | 0 | -6 | -13 | 1 | 1.1 | 6
O=C(C(Sc1ccccc1)c1ccccc1)N1CCOCC1 (centres undefined) | -3 | 6 | 22 | -14 | -6 | 1 | 1.1 | 1.1 | 15
Cc1cc(C)n(-c2ccc(C(=O)OCC(=O)Nc3cc(S(C)(=O)=O)ccc3Cl)cc2)n1 | -2 | -3 | 12 | -12 | -4 | 6 | 1.1 | 1 | -20
Cc1nnc(SCC(=O)c2ccccc2)n1Cc1ccccc1 | 3 | 3 | 38 | 15 | 4 | 14 | 0.85 | 0.96 | 12
O=C1c2ccc(-c3ccc(Cl)c(C(F)(F)F)c3)cc2S(=O)(=O)c2cccc(C(=O)N3CCN(c4ccc(Cl)cn4)CC3)c21 | 17 | 7 | -8 | 21 | 2 | 10 | 0.79 | 0.98 | -16
Cc1ccccc1OCC(=O)Nc1nnc(C2CCCC2)s1 | 18 | 7 | -1 | 28 | -7 | 2 | 0.72 | 1.1 | -5
COc1ccc(-c2nn(-c3ccccc3C)cc2CNC(C)c2cn(C)nc2C)cc1F (centres undefined) | -3 | -12 | 2 | -7 | -2 | 33 | 1.1 | 1 | 31
CN1C(=O)/C(=C/c2cn(CC(=O)N3CCCCC3)c3ccccc23)c2ccccc21 | 26 | 24 | 19 | 18 | 10 | 31 | 0.82 | 0.9 | .
CC1CCc2nc(N)c(C#N)c(-c3cccn3C)c2C1 (centres undefined) | 9 | 6 | 19 | -31 | 3 | 12 | 1.3 | 0.97 | 1
O=C(Cc1ccccc1)N/N=C/c1cc(Br)c(Br)o1 | -2 | 10 | 25 | -1 | 7 | 6 | 1 | 0.93 | 6
Cc1ccc(C(=O)O)cc1S(=O)(=O)N1CCC(C(=O)O)CC1 | -14 | -16 | 0 | 9 | 6 | 0 | 0.91 | 0.94 | 10

Among those listed so far, these contain bromine:
canonical_smiles | NLRP3 yeast inh | Apaf1 inhib | tim10-1 inh | hIAP block | mIAP inh | TIM10 inh | hIAP act | mIAP act | ATG4B inh
COc1ccccc1NC(=O)c1ccc(COc2ccccc2Br)o1 | 18 | 8 | 7 | 12 | 0 | -4 | 0.88 | 1 | 6
O=C(Cc1ccccc1)N/N=C/c1cc(Br)c(Br)o1 | -2 | 10 | 25 | -1 | 7 | 6 | 1 | 0.93 | 6

Further entries follow:
canonical_smiles | NLRP3 yeast inh | Apaf1 inhib | tim10-1 inh | hIAP block | mIAP inh | TIM10 inh | hIAP act | mIAP act | ATG4B inh
COc1ccccc1N(C)S(=O)(=O)c1ccc(C(=O)N2CCC2)cc1 | 19 | 3 | -2 | -10 | 4 | -6 | 1.1 | 0.96 | -3
CSc1ccccc1C(=O)NCC(c1ccco1)N1CCCCC1 (centres undefined) | 10 | -2 | 0 | 16 | -2 | -2 | 0.84 | 1 | -6
COC(=O)[C@@]12CCCN1[C@H](c1ccc(-c3ccc(Cl)c(Cl)c3)cc1)[C@H]1C(=O)N(C)C(=O)[C@H]12 | 13 | 28 | 28 | 12 | -11 | 2 | 0.89 | 1.1 | -4
CCOC(=O)c1ccc2c(c1)nc(-c1ccccn1)n2CC | 21 | 4 | -21 | -20 | -7 | 4 | 1.2 | 1.1 | 20
CCCNC(=O)c1onc(CSc2nc3ccccc3[nH]2)c1C(=O)NCCC | 14 | -7 | 12 | 1 | -2 | -2 | 0.99 | 1 | -2
Cc1ccnc(NC(=O)CN(C)S(=O)(=O)c2cccc3nsnc23)c1 | 7 | 8 | 16 | -12 | 4 | -12 | 1.1 | 0.96 | 0
COc1ccc(N2CCN(C(=O)c3cc(-c4cccs4)nc4ccccc34)CC2)cc1 | 35 | 25 | 30 | 1 | -8 | 19 | 0.99 | 1.1 | 10
CC(C)N(Cc1nc(-c2ccccc2)no1)C(=O)COc1ccccc1 | 11 | 5 | 17 | 5 | 0 | -3 | 0.95 | 1 | 0
Cc1ccc(S(=O)(=O)N2CCC(n3nnc4cc(C)ccc43)CC2)cc1 | 9 | -9 | 19 | 13 | -11 | 17 | 0.87 | 1.1 | -2
COCCn1c(SCC(=O)N2CCCCC2)nc2c(c1=O)SCC2 | 11 | 14 | -1 | -1 | -2 | -7 | 1 | 1 | 3
NC(=O)CSc1nnc(Cc2csc(Nc3ccc(F)cc3)n2)n1Cc1ccccc1 | 3 | 3 | 12 | -10 | 28 | -1 | 1.1 | 0.72 | -4
CCOC(=O)c1sc2nc(SCC(=O)N(CC)CC)n(CCCN3CCCC3=O)c(=O)c2c1C | -6 | -3 | 17 | -4 | 1 | -7 | 1 | 0.99 | -5
Cc1ccccc1-n1c(CSC(=N)N)nc2ccccc2c1=O | 8 | 3 | 24 | 12 | 17 | 6 | 0.88 | 0.83 | -3
Nc1ccccc1-c1nnn(CC(=O)N2CCCc3ccccc32)n1 | 7 | -5 | -23 | 0 | 3 | -58 | 1 | 0.97 | 13
CN(c1ncc(C(F)(F)F)cc1Cl)n1cc(C(N)=O)c2ccccc2c1=O | 1 | -3 | -10 | 15 | 3 | -8 | 0.85 | 0.97 | -1
CCC1S/C(=C(\C#N)C(=O)NCc2ccco2)N(c2ccc(F)cc2)C1=O (centres undefined) | 5 | 1 | 8 | -6 | 4 | 12 | 1.1 | 0.96 | -6
O=C(N/N=C/c1cccs1)c1cccnc1 | 6 | -6 | -16 | 4 | 2 | -11 | 0.95 | 0.98 | 2
COc1ccc(C(=O)NC(=S)N2CCN(c3ccccc3OC)CC2)cc1OC | 11 | 2 | 5 | -4 | -2 | -2 | 1 | 1 | -6
Cc1nc2cc(C(=O)N3CCc4ccccc43)ccc2n1-c1ccc(F)c(F)c1 | 12 | 17 | 21 | 2 | -5 | 21 | 0.98 | 1 | 29
CCOC(=O)c1cc2c(ccn2C)n1CC(=O)N1CCC(Cc2ccccc2)CC1 | 14 | 25 | -10 | 3 | -2 | -18 | 0.97 | 1 | -5
COc1cc(-c2cc(=O)c3ccccc3o2)ccc1O | 38 | -8 | 33 | -6 | 10 | 22 | 1.1 | 0.9 | -5
CN(CC(=O)Nc1cccc(F)c1)C(=O)c1cccc(N2C(=O)CCC2=O)c1 | 9 | 13 | -5 | -3 | -14 | 5 | 1 | 1.1 | -23
COc1ccc(CCNC(=O)C2CC3Cn4c(nc5ccccc54)C3N2C)cc1 (centres undefined) | 2 | -3 | -7 | 12 | 7 | 11 | 0.88 | 0.93 | -2
CC(Oc1ccc(Br)cc1)C(=O)NCC(c1ccco1)N1CCCCC1 (centres undefined) | 19 | 19 | 5 | -12 | 0 | 4 | 1.1 | 1 | 5
NC(=NCCc1ccccc1)NS(=O)(=O)c1ccc(F)cc1 | 4 | 11 | 7 | -7 | -4 | 4 | 1.1 | 1 | -12
Cn1c(=O)cc(N2CCN(C(=O)c3ccco3)CC2)[nH]c1=O | 14 | -2 | -1 | 4 | 6 | 6 | 0.96 | 0.94 | 0
COc1ccc(NC(=O)C2CC2)cc1NS(=O)(=O)c1ccc(F)cc1 | 9 | 5 | 13 | -3 | 4 | 14 | 1 | 0.96 | 2
Cc1ccc(-n2ncc3c(=O)[nH]c(SCC(=O)N4CCN(c5ccccc5)CC4)nc32)cc1 | 7 | 6 | 9 | -2 | 6 | 0 | 1 | 0.94 | -6
CN1C(N)=NC(=O)/C1=C/c1ccccc1F | -7 | -8 | 18 | 12 | 2 | -1 | 0.88 | 0.98 | 4
CCCC(=O)Nc1nnc(Cc2ccccc2)s1 | 23 | 1 | 28 | -8 | -6 | 5 | 1.1 | 1.1 | -1
Cc1ccc(C)c(N2CCN(C(=O)CCCn3c(=O)c4cccn4c4cccnc43)CC2)c1 | 24 | 20 | 34 | -13 | -7 | 16 | 1.1 | 1.1 | -5

Source: PubChem BioAssay
